# miR122 inh = blocks miR-122 activity in Huh7 sensor cells. Huh7 miR-122 Renilla luciferase sensor, 48 h; neutral wells = 0, positive control = 100. activation (reporter increase), % at 12.5 µM. 340,000 compounds, 0.3% hits;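 active = mean replicate activation score at least 90 and every replicate individually at or above 90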;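 also: higher luciferase means less miR-122 activity so hits act as miR-122 inhibitors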
# * = called active by the depositor.
SMILES,miR122 inh
O=[N+]([O-])c1cc(F)c(N2CCCCC2)cc1N1CCOCC1,0.5
COc1cccc(CNc2cccc3cccnc23)c1O,16.8
O=C(CN1CCN(c2ccccc2)CC1)Nc1c(C(=O)C2CC2)oc2ccccc12,-9.7
c1ccc(-c2noc(CSc3nc4ccccc4o3)n2)cc1,-4.9
CCn1c(SCC(=O)c2c[nH]c3ccccc23)nnc1-c1cccs1,1.5
CCOc1ccc(C2C3=C(Nc4nc(N)[nH]c(=O)c42)c2ccccc2C3=O)cc1 (configuration not stated),-4.8
COc1ccc(-c2nnnn2CCc2ccccc2)cc1,1.3
CCC(C)(C)NC(=O)CN(CC1CCCO1)C(=O)CCC(=O)Nc1nccs1 (configuration not stated),-8.0
COc1cc(-c2nnc(-c3cc(OC)c(OC)c(OC)c3)o2)cc(OC)c1OC,1.8
C=CCNC(=O)c1oc2ccc(S(=O)(=O)N(CC)CC)cc2c1C,-2.4
S=C(NCc1ccccn1)Nc1ccc(Cl)cc1Cl,56.5
COc1ccc(CCC(=O)NCc2cn3ccsc3n2)cc1,5.3
CCCOC(=O)NC1C(NC(=O)OCCC)N(C)C(=O)N1C (configuration not stated),-5.1
COC(=O)C1=C(Cn2cnc3ccccc32)NC(=O)NC1c1cc(C)ccc1C (configuration not stated),3.7
Cc1ccc(-n2nnnc2SCC(=O)N2c3ccccc3NC(=O)C2(C)C)cc1,160.3*

# Next section; it opens with the seven that closed the last part.
SMILES,miR122 inh
COc1cc(-c2nnc(-c3cc(OC)c(OC)c(OC)c3)o2)cc(OC)c1OC,1.8
C=CCNC(=O)c1oc2ccc(S(=O)(=O)N(CC)CC)cc2c1C,-2.4
S=C(NCc1ccccn1)Nc1ccc(Cl)cc1Cl,56.5
COc1ccc(CCC(=O)NCc2cn3ccsc3n2)cc1,5.3
CCCOC(=O)NC1C(NC(=O)OCCC)N(C)C(=O)N1C (configuration not stated),-5.1
COC(=O)C1=C(Cn2cnc3ccccc32)NC(=O)NC1c1cc(C)ccc1C (configuration not stated),3.7
Cc1ccc(-n2nnnc2SCC(=O)N2c3ccccc3NC(=O)C2(C)C)cc1,160.3*
O=C(CSc1nc2ccccc2s1)Nn1cnnc1,-3.1
Cc1cccc(NC(=O)c2cc(NC(=O)CCCC(=O)O)ccc2Cl)n1,-1.2
CCC(Sc1ccccc1C(=O)O)C(=O)O (configuration not stated),1.4
CC12CC(c3ccccc3O1)N(C(=O)c1ccco1)C(=O)N2c1ccccc1 (configuration not stated),-0.4
O=C(NCc1cccs1)c1ccccc1C(=O)NCc1cccs1,-2.4
N#C/C(=C(/O)CSc1ccccc1C(=O)O)c1nc2ccccc2s1,28.9
CCOC(=O)CNS(=O)(=O)CCN1C(=O)c2ccccc2C1=O,-1.0
O=C(CNS(=O)(=O)c1ccccc1F)Nc1ccc(N2CCOCC2)cc1,54.1
CCCCNC(=O)CC(C(=O)N1CCc2ccccc21)n1ccnc1 (configuration not stated),-4.6
CC1(C)Cc2ccccc2-c2nc(CN3CCOCC3)[nH]c(=O)c21,-0.1
COC(=O)[C@@H](NC(=O)Nc1ccc2c(c1)OCCO2)C(C)C,2.2
Cc1c(C(=O)NC2CCCc3ccccc32)oc2ccc(S(=O)(=O)N3CCOCC3)cc12 (configuration not stated),-1.8
COc1ccc(NC(=O)COC(=O)c2c3c(nc4ccccc24)CCCC3)cc1,8.1
CCC(CC)C(=O)c1c[nH]c(C(=O)NCCCn2ccnc2)c1,13.2
COc1ccc(-c2nsc(SCC(=O)NCc3ccc4c(c3)OCO4)n2)cc1,-3.5
O=C(CSc1nnc(Cc2csc(Nc3cccc(Cl)c3)n2)o1)N1CCc2ccccc21,1.6
O=C(Nc1ccc(Cl)c(Cl)c1)OCc1cnc(Cl)s1,-5.4
COc1cccc(OC)c1C(=O)N1CCN(Cc2ccccc2C)CC1,-1.3
C#CCOC(=O)/C(=C/C=C/c1ccccc1)NC(=O)c1ccccc1,9.5
CC(Oc1ccc(Cl)cc1Cl)C(=O)NC1CCSC1=O (configuration not stated),-3.0
CN1CCN(S(=O)(=O)c2cc([N+](=O)[O-])ccc2N2CCCCCC2)CC1,6.9
Cc1c(-c2ccccc2)[n+](=O)c(-c2ccco2)c(C)n1[O-],-9.4
N#Cc1c(-c2ccncc2)c2c([nH]c1=S)CCCC2,-6.1
CC(=O)N1CCN(C(=O)c2ccc(-n3c(C)ccc3C)cc2)CC1,-2.2
O=P(O)(O)COc1ccccc1P(=O)(c1ccccc1)c1ccccc1,-6.9
CCCN1C(=O)C2C(C(=O)Nc3cccc(OC)c3)C3C=CC2(O3)C1C(=O)NC1CCCCC1 (configuration not stated),0.8
COc1ccc(-n2c(O)c(C=NC3CC3)c(=O)[nH]c2=O)cc1,4.8
CCOC(=O)c1c(CN(C)C)oc2cc(CN(C)C)c(O)c(CSc3ccccc3)c12,-4.3
CC(/C=C/c1ccccc1F)=N\NC(=O)C(C)C,-2.6
CC(=O)NC1C(OCc2ccccc2)OC(CO)C(OC(C)=O)C1OC(C)=O (configuration not stated),2.0
COC(=O)c1nc(NC(=O)c2ccccc2)n[nH]1,-6.7
Cc1nnc(SCC(=O)Nc2ncc3c(n2)CCCC3=O)s1,0.0
COC(=O)CN(c1ccccc1C)S(C)(=O)=O,-3.3
COc1ccc(Cl)cc1NC(=O)C(C)N1CCN(C/C=C/c2ccccc2)CC1 (configuration not stated),-6.2
CN(C)c1ccc(S(=O)(=O)c2ccc(Cl)cc2)cc1,9.7
O=C(CCCSc1nc2sc3c(c2c(=O)[nH]1)CCC3)NCCO,-11.2
Cc1ccc2cc3cc(C(=O)N4CCN(Cc5ccccc5)CC4)sc3nc2c1,-3.0
COc1ccc([N+](=O)[O-])cc1NC(=O)CSc1nc(C)c(C)c(C)n1,2.1
Cc1cc(=O)oc(C)c1C(=O)NCC(C)NC(=O)c1c(C)cc(=O)oc1C (configuration not stated),-1.9
CC(C)OC(=O)Cn1c(=O)oc2ccccc21,-2.6
COCCn1cc(C(=O)c2ccccc2OCC(=O)Nc2cc(C)on2)cc(C#N)c1=O,-11.1
Cc1ccccc1OCC(=O)OCC(=O)c1ccc(OCc2ccccc2)cc1,-0.8
COc1ccc(-n2c(-c3ccccc3)nnc2-c2ccc(Cl)cc2)cc1,-0.6
Cc1ccc(CNCC2CCCO2)s1 (configuration not stated),-0.4
Cc1cc(C)nc(NS(=O)(=O)c2ccc(NC(=O)CCC3COc4ccccc4O3)cc2)n1 (configuration not stated),6.6
Cc1ccc(/C(N)=N/OC(=O)c2cccs2)cc1,-3.7
CC(C)c1nc2oc3ccccc3c(=O)c2c(=O)n1-c1ccccc1,1.1
COc1cc(C2c3c(-c4ccccc4)n[nH]c3C(=O)N2c2ccc(C(=O)O)cc2)ccc1O (configuration not stated),-0.2
Cc1ccc(/C=C/C(=O)NCc2cccs2)cc1,-2.1
CN(C)c1ccc(NC(=O)c2sc(SCC(=O)Nc3ccc(Br)cc3)nc2N)cc1,-3.5
CCCNC(=O)c1cc2c(C(F)(F)F)nn(C)c2s1,-1.1
CCOC(=O)c1c(NC(=O)CSc2nc3cccnc3n2C)sc(C(C)=O)c1C,-1.5
Cc1cc(C)nc(NC(=O)c2ccc(OC(C)C)cc2)n1,8.6
CCOC(=O)C1=C(C)NC(C)=C(C(=O)OCC)C1C1=COCCO1,3.8
COc1ccc(/C=N/n2c(SC)nnc(C(C)(C)C)c2=O)c(OC)c1,3.2
CCOC(=O)/C=C/C(=O)OCC(=O)NC(c1ccccc1)c1ccccc1,1.0
CC1CN(C(=O)c2cn3ccccc3n2)CC(C)O1 (configuration not stated),-8.4
c1ccc(-c2nc(N3CCCCC3)nc3ccccc23)cc1,0.2
Cc1ccc(NCCC(=O)c2ccc(Cl)c(Cl)c2)cc1,-1.3
Cc1cccc(-c2noc(C3CCCCC3)n2)c1,14.1

# Quoted at random: 7 compounds from above
SMILES,miR122 inh
CC(C)c1nc2oc3ccccc3c(=O)c2c(=O)n1-c1ccccc1,1.1
Cc1cc(C)nc(NC(=O)c2ccc(OC(C)C)cc2)n1,8.6
Cc1ccc(/C(N)=N/OC(=O)c2cccs2)cc1,-3.7
Cc1ccc(NCCC(=O)c2ccc(Cl)c(Cl)c2)cc1,-1.3
Cc1ccc(/C=C/C(=O)NCc2cccs2)cc1,-2.1
CCOC(=O)C1=C(C)NC(C)=C(C(=O)OCC)C1C1=COCCO1,3.8
CCCNC(=O)c1cc2c(C(F)(F)F)nn(C)c2s1,-1.1

# The results go on:
SMILES,miR122 inh
CCOC(=O)C1CCCN(c2nc3ccccc3nc2C(C#N)C(=O)OCCOC)C1 (configuration not stated),-5.5
O=C(CNC(=O)c1ccc(Cl)cc1Cl)NCC(=O)Nc1ccccc1N1CCOCC1,-2.6
O=C(Nc1ccccc1)NC1(C(=O)N2CCN(C(=O)c3ccco3)CC2)CCCCC1,-5.1
CCCn1c(SCC(=O)c2ccc(CC)cc2)n[nH]c1=O,-2.6
CC(C)CCSc1nc(N2CCOCC2)c2c(c1C#N)CC(C)(C)OC2,0.6
COc1ccccc1-c1coc2cc(OC(=O)/C=C/c3ccccc3)ccc2c1=O,-18.5
CN(C(=O)CSc1nc(C2CC2)nc2ccccc12)c1nc(-c2ccccc2)cs1,-5.1
CCOc1nc(NCCN2CCOCC2)nc(NC(C)C)n1,-0.5
Cn1c(=O)[nH]c(=O)c2c1nc(N1CCOCC1)n2CC(O)COc1ccccc1 (configuration not stated),-5.2
COc1cc(OC)c(C2CC(=O)N3CN(c4ccccc4)CSC3=C2C#N)cc1OC (configuration not stated),-3.7
Cc1ccccc1NC(=O)CSc1nc(N)c(C#N)cc1C#N,-3.6
O=C(Nc1ccccc1)c1cc2c(=O)c3ccccc3oc2nc1C(F)(F)F,-9.3
CN(C)c1ccc(C=Nc2cnn(C)c2C(N)=O)cc1,4.5
COc1ccc(CN2CCn3ncc(C(=O)Nc4cccc(C)c4)c3C2=O)cc1,6.4
Oc1c(Cl)cc(Cl)cc1/C=N/c1nc(-c2ccc(Cl)cc2)cs1,-4.2
C=CCOc1ccc(/C=N/n2cncn2)cc1OC,1.1
CCOC(=O)CC(=O)Nc1ccc(C)cc1,-0.3
CN(C)CCN(Cc1ccccc1)c1ccnc(N(C)C)c1C#N,-0.8
CCn1c(C(O)c2cccc(OC)c2OC)nc2ccccc21 (configuration not stated),-5.7
O=C(CN1C(=O)CSC1=O)Nc1ccc(F)c(F)c1F,-10.2
Cn1c(SCC(=O)NCc2cccs2)nnc1-c1ccncc1,-8.0
COc1cc(C2C(C#N)=C(N)Oc3n[nH]c(-c4ccncc4)c32)cc(OC)c1OC (configuration not stated),-3.0
Cc1ccc2c(N)c(C#N)sc2n1,-4.1
CCN1CCCC1CNC(=O)c1cc2c(-c3ccc(Cl)cc3)nn(C)c2s1 (configuration not stated),5.0
Cc1ccc(C(=O)NCCN(C)C)cc1C,-0.4
CCOc1ccc(C(=O)N2CCN(Cc3ccccc3)CC2)cc1,3.4
COc1cc(OC)cc(C(=O)NC2CCSC2=O)c1 (configuration not stated),-2.1
Clc1ncc(CN2CCN(Cc3ccccc3)CC2)s1,7.0
CCOC(=O)c1ccccc1N/C=C1\CCCC1=O,-4.1
COc1ccc(OCC(=O)Nc2nc3ccccc3[nH]2)cc1,-5.4
COc1cc(C(=O)N2CCN(c3ccc([N+](=O)[O-])cc3)CC2)ccc1OCc1c(C)noc1C,-2.0
CCC(C)[C@H](NC(=O)Nc1ccc(S(N)(=O)=O)cc1)C(=O)O (some centres not stated),0.2
COC(=O)c1ccc(C)c(NC(=O)c2nn(C)c(=O)c3ccccc23)c1,-2.7
CCOc1ccc(S(=O)(=O)NN)cc1,-6.3
COc1cc(CCC(=O)OCC(=O)Nc2ccccc2C(C)C)cc(OC)c1OC,-5.6
CC1(C)Cc2c(C#N)c(N3CCOCC3)nc(-c3ccccc3)c2CO1,-2.0
CCCOc1ccc(/C(O)=C2/C(=O)C(=O)N(CCCOC)C2c2ccncc2)cc1 (configuration not stated),-0.1
COCCCNC(=O)Cn1nnc(-c2ccccc2NC(=O)c2ccc(F)cc2)n1,-1.0
COc1ccc(N2CCN(C(=O)CSc3nnc(CNc4ccccc4)o3)CC2)cc1,-37.8
CN(C)S(=O)(=O)Nc1ccc(C(=O)O)cc1,5.5
c1ccc(-c2cn3nc(-c4ccccc4)c(-c4ccccc4)nc3n2)cc1,1.4
COc1ccc(C(=O)N2CCC(C(=O)Nc3ccc(OC)c(OC)c3)CC2)cc1,-6.9
CCOC(=O)c1ccc(S(=O)(=O)NC2CCCCCCC2)n1C,127.8*
CCCCCCNS(=O)(=O)c1ccc(Cl)s1,209.3*
Cc1ccc(S(=O)(=O)N2CCN(C(=O)c3cc(=O)[nH]c4ccccc34)CC2)c(C)c1,-3.2
Cc1noc(C)c1CSc1nc2sc(C)c(C)c2c(=O)n1-c1ccccc1,-2.3
CC(C(=O)N1c2ccc(F)cc2CCC1C)N1C(=O)c2ccccc2C1=O (configuration not stated),6.4
Cc1nnc(NC(=O)CCCN2C(=O)c3ccccc3C2=O)s1,-0.2
O=C(c1ccc(-c2nnc(Nc3cccc(Cl)c3)c3ccccc23)cc1)N1C[C@H]2C[C@H](C1)c1cccc(=O)n1C2,-5.3
CCCCCC(=O)N1CC2(C)CN(C(=O)CCCCC)CC(C)(C1)C2=O,-5.0
CC(C)NC(=O)c1cccc(Cn2cc(Cl)cn2)c1,-2.2
CC(=O)c1c(C)[nH]c(C(=O)NCCc2cccc(C)c2)c1C,2.0
Cc1ccc(S(=O)(=O)N(C)c2ccc(N)cc2)cc1,-4.1
CC(C)(C)NC(=O)Cn1nnc(-c2ccc(S(C)(=O)=O)cc2)n1,-22.2
O=C(Nc1ccc2c(c1)OCO2)NC1(C(F)(F)F)Oc2ccccc2O1,3.8
Cc1cc(C)nc(NC(=NCCc2c[nH]c3ccccc23)NC(=O)Nc2ccc(Cl)cc2)n1,5.0
O=C(/C=C/c1ccccc1Cl)Nc1ccc(-c2nnc3n2CCCCC3)cc1,-2.8
COC(=O)c1cccc(OCC(O)Cn2ccnc2)c1 (configuration not stated),9.8
Cc1cccc(NC(=O)CCN2CC(C)OC(C)C2)c1 (configuration not stated),2.7
COc1ccc2[nH]c3c(c2c1)CCn1c-3nc2ccccc2c1=O,-0.9
CC(=O)Nc1cc2nn(-c3ccccc3)nc2cc1Cl,6.9
CCC(=O)Nc1ccc(C(=O)n2nc(C)cc2C)cc1,4.0

# Screening data deposited in PubChem by Broad Institute.

# A portion of the library; the hit share may differ from the screen's.
